SSB-PriA inh: K. pneumoniae PriA-SSBct interaction inhibition. AlphaScreen SSBct-PriA binding, biotinylated peptide. inhibition, % at 33 µM. 0.6% of 430,000 active. AID 1272365; in the data active means inhibition mostly above about 37%, no sharp cut-off; inactive means mostly below about 20%;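 further: plate controls were negative control peptide for no effect and reference peptide for full effect; strong numbers were not always called active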
Starred values were filed as active, the others as inactive; i = inactive; & = joins results of further samples. These rows are one share of the data; the hit share may differ from the screen's.

SMILES	SSB-PriA inh
COc1ccc(OC)c(S(=O)(=O)N2CC[C@H](S(=O)(=O)c3ccc(Cl)cc3)C2)c1	-3
O=C(COc1ccc(Cl)cc1)N1CCC(CSCc2ccco2)CC1	-3
COc1cccc(Sc2ccc(N3CCC(C(=O)NCCCc4ccco4)CC3)nn2)c1	-12
Cc1ccc(-c2csc3nc(SCC(=O)Nc4cccc5ccccc45)n(-c4ccccc4)c(=O)c23)o1	-2
COc1ccccc1C(=O)NN1C(=O)/C(=C\C(C)=C\c2ccccc2)SC1=S	7
Cc1ccc(C)c(CSc2ncnc3ccccc23)c1	-17
CN1CC(NC(=O)c2ccccc2Br)CC1=O (stereo not drawn)	-9
Cc1nc(C)c(C(N)=O)s1	-22
O=C(CCCCCn1c(=S)[nH]c2ccccc2c1=O)NCCc1ccccc1	-5
CCOC(=O)Nc1ccc2c(c1)N(C(=O)c1cccs1)CC2	10
O=C(Nc1ccc2scnc2c1)C1CCCN1S(=O)(=O)c1ccc(Cl)cc1 (stereo not drawn)	-10
Cc1cc(NC(=O)c2sc3ccccc3c2Cl)n(C(C)C)n1	0
CC1(C)Cc2cccc(OCC(=O)NCCn3ncc4c(N5CCOCC5)ncnc43)c2O1	-6
O=C(CN1CCN(C(=O)COc2ccc(Cl)cc2Cl)CC1)c1ccco1	-20
O=C(NCc1cccnc1)c1csc(Nc2ccccc2)n1	-7
Cc1ccc(C)c(OCC(=O)N2CCC(C)CC2)c1	-7
CCOC(=O)Cc1csc(NC(=O)CN(C)c2nc3ccccc3s2)n1	-4
COc1ncccc1C(=O)Nc1ccccc1-c1csc(-c2ccccc2F)n1	-31
COc1cccc(/C=C2\CCn3c2nc(=O)c2ccccc23)c1O	2
Cc1ccc(Oc2nccn3c(=O)n(CC(=O)NCc4cccs4)nc23)cc1	-5
Cc1ccc(S(=O)(=O)N=S(c2ccccc2)C(C)C)cc1 (stereo not drawn)	-5
Nc1nonc1C(=O)NN=Cc1ccc([N+](=O)[O-])o1	5
CCCCn1c(NS(=O)(=O)c2ccc3ccccc3c2)c(S(=O)(=O)c2ccc(C)cc2)c2nc3ccccc3nc21	51
COCC(=O)N1CCCSC[C@@H]1CN1CCCC1	-11
Cc1ccc(NC(=O)CN2CCC(C(=O)Nc3nc4ccccc4s3)CC2)c(C)c1	-8

Exported with bars between the fields: part of the list above.
canonical_smiles | SSB-PriA inh
Cc1cc(NC(=O)c2sc3ccccc3c2Cl)n(C(C)C)n1 | 0
CC1(C)Cc2cccc(OCC(=O)NCCn3ncc4c(N5CCOCC5)ncnc43)c2O1 | -6
O=C(CN1CCN(C(=O)COc2ccc(Cl)cc2Cl)CC1)c1ccco1 | -20
Cc1ccc(C)c(OCC(=O)N2CCC(C)CC2)c1 | -7
Cc1ccc(-c2csc3nc(SCC(=O)Nc4cccc5ccccc45)n(-c4ccccc4)c(=O)c23)o1 | -2
COCC(=O)N1CCCSC[C@@H]1CN1CCCC1 | -11

Remaining list, next part:
SMILES	SSB-PriA inh
Cn1cccc1CC(=O)NN=Cc1cccs1	16
COc1nn(C)cc1C(=O)NCc1nn(C2CCCC2)c(=O)c2ccccc12	-7
Cc1cc(C)nc(Nc2ccc(NS(=O)(=O)/C=C/c3ccccc3)cc2)n1	3
CCC(=O)Nc1cc(Br)ccc1-c1nc2ccccc2[nH]c1=O	-1
Cc1noc(-c2cccn3c(CNC(=O)c4cc(C5CC5)[nH]n4)nnc23)n1	-13
COc1ccc(C(=O)COc2coc(CN3CCc4ccccc4C3)cc2=O)cc1	-5
Cn1c(=O)[nH]c(=O)c2c1nc(NC(Cc1ccccc1)C(=O)O)n2CC(O)COc1ccc(Cl)cc1 (stereo not drawn)	2
CC(C)Sc1ccc(CC(=O)NCc2cc(C3CC3)n(C)n2)cc1	-11
CSc1ncccc1C(=O)NCCn1cnc2ccsc2c1=O	-5
O=C(Nc1nc2cc3c(cc2s1)OCO3)c1ccc([N+](=O)[O-])s1	39
Clc1ccc(-c2cnn3c(-n4ccnc4)cc(-c4ccccc4)nc23)cc1	-16&4
C#CCn1c(=NC(=O)C2CCCN2S(=O)(=O)c2ccc(Cl)s2)sc2cc(F)cc(F)c21 (stereo not drawn)	-19
O=S(=O)(c1cccc(C(F)(F)F)c1)N1CCCN(CCn2cccn2)CC1	-14
Cc1cccc(Oc2ccc(N3C(=O)c4ccc(Br)cc4C3=O)cc2)c1C	4
c1csc(OC2CCN(C3CCNCC3)CC2)n1	-13
Cc1ccccc1C(=O)NC(CCC(=O)NNC(=O)c1ccc(F)cc1)C(=O)NNC(=O)c1ccc(F)cc1 (stereo not drawn)	-3
Cc1ccc(N2C[C@@H](C(=O)NCCn3ccc(-c4ccncc4)n3)CC2=O)cc1C	-6
Cc1ccc2c(Nc3ccc(F)c(C#N)c3)c(C(=O)OC(C)C)cnc2n1	-9
Cc1c(C(=O)N2CCCC(Cc3nc(-c4ccccc4F)no3)C2)cnn1-c1ccccc1 (stereo not drawn)	-10
O=C(NN=Cc1ccccc1OCc1ccccc1)c1ccco1	5
CC(=NNC(=O)CN(c1ccccc1)S(=O)(=O)c1ccccc1)c1ccccc1O	9
O=S(=O)(NCCn1ccc(C(F)(F)F)n1)c1ccc2c(c1)CCO2	-14
CCCCS(=O)(=O)NCC(Cc1cccc(F)c1)N1CCNC1=O (stereo not drawn)	-1
NC(=O)NN=Cc1ccc([N+](=O)[O-])o1	-7
COc1ccc(NC(=O)C(=O)NN=Cc2cc(C)n(-c3cccc(Cl)c3Cl)c2C)c(OC)c1	-2

As a working copy, 6 of the compounds above.
SMILES	SSB-PriA inh
Cn1cccc1CC(=O)NN=Cc1cccs1	16
COc1nn(C)cc1C(=O)NCc1nn(C2CCCC2)c(=O)c2ccccc12	-7
Cc1cc(C)nc(Nc2ccc(NS(=O)(=O)/C=C/c3ccccc3)cc2)n1	3
CCC(=O)Nc1cc(Br)ccc1-c1nc2ccccc2[nH]c1=O	-1
Cc1noc(-c2cccn3c(CNC(=O)c4cc(C5CC5)[nH]n4)nnc23)n1	-13
COc1ccc(C(=O)COc2coc(CN3CCc4ccccc4C3)cc2=O)cc1	-5

(cont.)
SMILES	SSB-PriA inh
CC[C@H]1C2C[C@H]3[C@@H]4N(C)c5ccccc5C45C[C@H](C2C5O)N3[C@@H]1O (stereo partly drawn)	9
O=C1/C(=C/c2cccnc2)Oc2c1ccc1c2CN(CCN2CCOCC2)CO1	-31
O=C(c1ccccc1[N+](=O)[O-])N1CCN(c2ccc(N3CCCCCC3)nn2)CC1	19
Cc1ccc(S(=O)(=O)NCCOc2ccccc2)s1	-10
CCOC(=O)c1csc(NC(=O)C2CCN(c3ccc(-n4cncn4)nn3)CC2)n1	-23
O=C(C1CC1)N1CCCC[C@H](c2ccc(F)cc2)C1	-8
CCOC(=O)c1ccc(Nc2c(C#N)cnc3ccc(Cl)cc23)cc1	-10
COC(=O)c1ccsc1NC(=O)C1CN(C(=O)c2ccc3c(c2)OCO3)C1	-28
CCNC(=O)[C@@H]1Cc2ccccc2N1C(=O)Nc1ccccc1Cl	-9
COc1ccc2c(c1)CC(C(=O)Nc1ccc(Cl)cc1)C(=NO)O2 (stereo not drawn)	-8
CN(C)CC1CSCCCN1C(=O)c1cc(-c2ccccc2)on1 (stereo not drawn)	0
Cc1ccccc1OCC(O)CN(c1ccc(F)cc1)S(C)(=O)=O (stereo not drawn)	-20
Cc1cc(Br)c(OCc2ccc(C(=O)NN=C3CC4CC=CC34)cc2)c(Br)c1 (stereo not drawn)	20
COc1ccc(CC(=O)NC[C@@H](c2ccco2)S(=O)(=O)c2ccc(F)c(C)c2)cc1	-11
O=C(Cc1cccnc1)N1CC(Oc2nccs2)C1	-3
COc1ccc(C(C)=NO)cc1OC	-9
COc1ccc(NN=C(C#N)C(N)=O)cc1	11
CCOC(=O)c1ccccc1NC(=O)CSc1nc(=O)[nH]c(C)c1C(=O)OCC	-11
Cc1ccc(C)c(NC(=O)Cn2nc(-c3ccccc3)c3sc(N4CCOCC4)nc3c2=O)c1	7
CCc1ccc2nc(N(CCN(C)C)C(=O)CSc3ccccc3)sc2c1	-8
O=C(c1ccc(-n2cncn2)nn1)N1CCN(S(=O)(=O)C2CC2)CC1	-36
COc1ccc(S(=O)(=O)Nc2ccc3c(c2)N(S(=O)(=O)c2ccccc2)CCC3)cc1F	24
NC(=S)NN=Cc1ccccc1[N+](=O)[O-]	-11
O=C(NN=Cc1ccc([N+](=O)[O-])cc1)c1cc(C2CC2)[nH]n1	-10
COC(=O)c1ccsc1NC(=O)c1ccccc1OC	-10
The listing continues.
SMILES	SSB-PriA inh
CCOC(=O)CCNC(=O)NCC1CC(=O)N(c2ccc(F)cc2)C1 (stereo not drawn)	-6
CC(O)c1ccc(Br)cc1 (stereo not drawn)	24
O=C(NN=Cc1c[nH]c2ccccc12)c1cccc(Cl)c1	-8
CSc1nncc(C(C)=NNc2cccc(C)c2)n1	-5
CC(=NNc1nccnc1Cl)c1ccc(O)c(C)c1	3
Cc1ccc(C=NNC(=O)c2nnn(-c3nonc3N)c2-c2ccc3c(c2)OCO3)s1	-3
Cc1onc(-c2ccccc2)c1C(=O)NN=Cc1cc2c(cc1Cl)OCO2	1
Cc1c(C(O)=C2C(=O)C(=O)N(CCN(C)C)C2c2ccco2)cnn1-c1ccccc1 (stereo not drawn)	6
COc1ccc(/C=N/Nc2ccc([N+](=O)[O-])cc2)c(C(=O)O)c1OC	i
COc1ccc(CCNC(=O)c2cnc3sccn3c2=O)cc1OC	-10
CCC(=O)Nc1ccc(S(=O)(=O)N2CCN(c3cc(C4CC4)ncn3)CC2)cc1	8
CCOC(=O)c1c(N)sc(C)c1-c1ccc(Cl)cc1	-11
CCn1nnc2c(N3CC(C(=O)NCCCn4ncccc4=O)C3)ncnc21	-22
CCOCCOC(=O)c1ccc(NC(=O)C(C)(C)C)cc1	-21
Cc1cc2ncc3c(n2n1)CCN(C(=O)c1sc(C)nc1C)C3	-7
Cc1nc2nc(-c3ccccc3C)cc(C(=O)O)c2[nH]1	-7
Cc1cccn2cc(-c3cccc(NC(=O)c4cc(=O)[nH]cn4)c3)nc12	-5
O=C(CSc1n[nH]c(=O)c2cc(-c3ccco3)nn12)NC1CCCCC1	-20
CCc1ccc(S(=O)(=O)NCC(c2cccs2)N2CCOCC2)s1 (stereo not drawn)	-10
COc1ccc2nc(-c3cccc(NC(=O)Nc4ccccc4OC)c3)cn2n1	10
CCCC(CCC)C(=O)N1CCN(c2ccc(-c3cccnc3)nn2)CC1	-10&-4
Cc1cccc(S(=O)(=O)Nc2ccc3c(c2)N(C(=O)c2cccs2)CC3)c1	7
CN(CC#CCNC(=O)c1ccc(=O)[nH]c1)Cc1ccccc1	3
O=C(NCCn1ccc(-c2ccsc2)n1)c1cccnc1	-7
Cc1[nH]nc(C(=O)O)c1Br	1
Other results
SMILES	SSB-PriA inh
Nc1ncc(C(=O)O)cc1O	-2
COc1ccc(NC(=O)CSc2nc3c(c(-c4ccc(OC)cc4)c2C#N)C(=O)CC(C)(C)C3)cc1	3
Clc1cccc(CONC=Nc2ncnc3sccc23)c1	-20
COc1ccc(C=NOCC(=O)N(Cc2ccccc2)c2ccccc2C(=O)O)cc1	10
COc1cccc(C(=O)COc2cccn3c(C(=O)c4cccc(OC)c4)cnc23)c1	-16
N#Cc1ccc(Cl)cc1NC(=O)c1ccc(-n2cncn2)nn1	-4
CCOC(=O)c1sc2ncn(N=Cc3cccnc3)c(=O)c2c1C	-5
Cc1ccccc1-n1ncc2c(C(C)C)n[nH]c(=O)c21	-7
Cc1ccccc1Cn1cnc2c(cnn2CCNC(=O)COc2ccc(F)cc2)c1=O	7
COc1ccc(CSCC(=O)NN=Cc2ccccc2OCc2ccccc2)cc1	1
Cc1cc(-c2ccccc2)nc(SCC(=O)O)n1	0
Cc1ccc(Cl)cc1S(=O)(=O)NC1CCCC(O)C1 (stereo not drawn)	7
Cc1cccc(NC(=O)Cc2cn(C)c3ccccc23)c1C	-15
O=c1cc(-c2ccc(F)cc2)nc[nH]1	-8
COc1ccc(C2C(=C(O)c3ccccc3)C(=O)C(=O)N2CCO)cc1 (stereo not drawn)	-13
O=C(NC1CCN(c2ccc(C(F)(F)F)cn2)C1)c1ccc(Br)o1 (stereo not drawn)	1
CCOc1cc(C=NNC(=O)c2cccnc2)ccc1OCC(=O)N(C)C	-14
O=c1cc(-c2ccccc2)nc(SCc2nc(-c3ccccc3OCc3ccccc3)no2)[nH]1	2
O=C(CC1CCCCN1S(=O)(=O)c1ccc(F)cc1)NCCc1ccccc1 (stereo not drawn)	15
COc1ccc(Br)c(C(=O)N(Cc2nn(C)c3c2CCC3)C2CCCC2)c1	4
CC(=NNc1nncc2ccccc12)c1ccc(O)cc1	-2
O=S(=O)(c1c(Cl)cccc1Cl)N1CCCCCC1	-13
O=C(Nc1cnoc1)c1ccc(OC(F)(F)F)cc1	-17
CN(C)c1cncc(OC2CCN(C(=O)c3ccc(=O)[nH]c3)C2)n1 (stereo not drawn)	-3
COc1ccccc1NS(=O)(=O)c1cccc(C(=O)NN=Cc2c(CO)cnc(C)c2O)c1	13
(listing goes on)
SMILES	SSB-PriA inh
CC(C)N(C(=O)Cn1c(COc2ccc(Cl)cc2Cl)nc2ccccc21)c1ccccc1	-18&11
O=C(NC[C@H]1CC(=O)N(c2ccccc2)C1)c1ccccc1F	-8
COc1ccc(CC(C)=NNC(=S)Nc2ccc(C)c(C)c2)cc1	-7
C[C@H](NC(=O)c1cccc(N2CCCS2(=O)=O)c1)c1ccc2c(c1)OCCO2	-5
O=S(=O)(c1cc(Cl)ccc1Cl)N1CCN(c2ccc3nncn3n2)CC1	-4
Cc1csc(NC(=O)c2csc3nc(-c4ccc(F)cc4)cn23)n1	-14&-11
COc1ccc(F)cc1S(=O)(=O)n1ccnc1	2
CS(=O)(=O)c1ccccc1-c1nnc(NC(=O)c2ccc(S(=O)(=O)N3CCOCC3)cc2)o1	-12&-6
